# MEP2-GFP yeast: modulators of MEP2-GFP levels in yeast, primary screen, S. cerevisiae, multiplex flow cytometry, MLPCN library | S. cerevisiae MEP2-GFP strain, 3 h; 100% = DMSO control level | 330,000 compounds, 0.51% hits | GFP response vs DMSO, % at 10 µM;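 active = GFP response versus DMSO above a set limit, roughly screen mean plus 3 SD, cut at about 180% in these data; inconclusive = fewer than 70 cells counted for a yeast strain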;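 also: median GFP fluorescence of the barcode-gated MEP2-GFP cells per well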
# GASC-1 inh: inhibitors of GASC-1 histone demethylase, primary screen, biochemical, fluorescence, DELFIA europium; Lysine-specific demethylase 4C (Homo sapiens), Q9H3R0; GST-JMJD2C(1-420) H3K9me3 demethylation; inhibition, % at 2.35 µM; 330,000 compounds, 0.069% hits; AID 2099, 2009;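 active = more than half of a compound's replicate wells show inhibition beyond 50%, single wells judged on their own value; inconclusive = some, but no more than half, of replicates pass 50% inhibition; inactive = no replicate passes 50% inhibition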;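 also: signal counts dimethyl H3K9 product captured on neutravidin plate; 0% = median of DMSO wells and 100% = 0.3 times that DMSO median; strong numbers were not always called active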
# Target sequence (Q9H3R0 1-420 limits assumed): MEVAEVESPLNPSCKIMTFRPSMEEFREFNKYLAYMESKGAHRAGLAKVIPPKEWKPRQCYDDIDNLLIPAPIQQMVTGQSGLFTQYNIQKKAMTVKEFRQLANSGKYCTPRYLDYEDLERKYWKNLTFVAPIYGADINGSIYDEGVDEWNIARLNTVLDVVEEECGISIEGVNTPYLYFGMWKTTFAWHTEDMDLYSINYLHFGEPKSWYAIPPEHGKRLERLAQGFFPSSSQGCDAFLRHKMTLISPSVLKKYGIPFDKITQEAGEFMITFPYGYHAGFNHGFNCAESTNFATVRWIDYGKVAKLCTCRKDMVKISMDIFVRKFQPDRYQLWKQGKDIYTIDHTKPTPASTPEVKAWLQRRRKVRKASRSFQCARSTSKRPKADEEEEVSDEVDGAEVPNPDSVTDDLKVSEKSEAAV
# VLA-4 inh: inhibition in human VLA-4 binding assay, primary screen, VLA-4 allosteric modulator project, MLPCN library, flow cytometry, VLA-4 expressing cells; AID 2557, 2010; ligand binding flow cytometry; inhibition, % (about 7 µM as worked out from the volumes in the protocol); 330,000 compounds, 0.2% hits; Integrin alpha-4 (Homo sapiens), P13612; in the data active = inhibition above about 50%
# RPL19A-GFP yeast: RPL19A-GFP expression modulators in yeast, primary screen, cell-based, S. cerevisiae, multiplex flow cytometry, MLPCN; 330,000 compounds, 0.3% hits; percent response vs DMSO, % at 10 µM; S. cerevisiae RPL19A-GFP strain, 3 h; hits give low values;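 active = percent response vs DMSO below 50%; inconclusive = fewer than 70 events counted for the yeast strain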;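 also: median channel GFP fluorescence of the barcoded RPL19A-GFP strain; ratio of sample median GFP to plate DMSO average so 100% = DMSO; lower means less RPL19A-GFP as with rapamycin TOR inhibition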
# LAP4 TOR yeast: modulators of LAP4-GFP expression in yeast, primary screen, S. cerevisiae, multiplex flow cytometry, MLPCN library. GFP response vs DMSO, % at 10 µM. 320,000 compounds, 0.34% hits. 3 h; median GFP as percent of DMSO wells. AID 2023, 2009;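 active = GFP response vs DMSO above a set limit, about the screen mean plus 3 SD, cut at about 150% in these data; inconclusive = under 70 cell events counted for the yeast strain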
# AGP1 TOR yeast: modulators of AGP1-GFP expression in yeast TOR pathway, primary screen, cell-based, multiplex flow cytometry, S. cerevisiae, MLPCN library; GFP response vs DMSO, % at 10 µM; 320,000 compounds, 0.02% hits; 3 h; GFP as percent of DMSO wells;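 active = GFP response relative to DMSO above a set limit, near screen average plus 3 SD, cut at about 150% in these data; inconclusive = fewer than 70 cells counted for the yeast strain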;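 also: median GFP channel fluorescence of the gated AGP1 strain per well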
# GRK2 inh: compounds blocking aptamer binding on GRK2 – biochemical, human GRK2, bead flow cytometry, HTS, primary screen | Beta-adrenergic receptor kinase 1 (Homo sapiens), P25098 | AID 488847, 2010 | FAM-aptamer displacement from GRK2 | inhibition of aptamer binding, % at 10 µM | 330,000 compounds, 0.59% hits;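 active = inhibition of aptamer binding above 40%, roughly 3 SD of noise, on plates passing a quality check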;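 also: median bead fluorescence of bound FAM aptamer so fluorescent compounds give negative values; no value below 0 was filed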
# Target sequence (P25098 whole entry, looked up): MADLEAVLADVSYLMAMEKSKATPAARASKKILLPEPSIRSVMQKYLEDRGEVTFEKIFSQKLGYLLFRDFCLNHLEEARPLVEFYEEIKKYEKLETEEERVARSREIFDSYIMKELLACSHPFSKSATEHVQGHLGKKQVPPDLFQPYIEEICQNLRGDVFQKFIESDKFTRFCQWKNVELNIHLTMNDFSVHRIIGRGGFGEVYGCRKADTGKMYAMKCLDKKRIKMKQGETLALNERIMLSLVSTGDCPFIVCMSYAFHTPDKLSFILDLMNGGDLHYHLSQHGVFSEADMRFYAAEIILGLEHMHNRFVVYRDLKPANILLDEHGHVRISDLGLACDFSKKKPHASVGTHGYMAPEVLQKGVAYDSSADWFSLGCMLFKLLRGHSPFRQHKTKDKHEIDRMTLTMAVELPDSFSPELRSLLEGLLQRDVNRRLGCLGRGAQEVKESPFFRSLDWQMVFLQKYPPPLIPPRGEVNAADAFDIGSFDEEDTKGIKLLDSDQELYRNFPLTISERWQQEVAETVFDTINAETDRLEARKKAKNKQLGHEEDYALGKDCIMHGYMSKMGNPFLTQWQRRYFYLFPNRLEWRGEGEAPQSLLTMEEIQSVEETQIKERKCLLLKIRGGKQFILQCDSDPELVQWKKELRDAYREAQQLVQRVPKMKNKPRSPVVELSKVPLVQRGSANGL
# CIT2 TOR yeast: modulators of CIT2-GFP expression in yeast, primary screen, S. cerevisiae, GFP fusion, multiplex flow cytometry, MLPCN library | S. cerevisiae CIT2-GFP strain, 3 h; 100 means same as DMSO wells | GFP response vs DMSO, % at 10 µM | 320,000 compounds, 0.065% hits | AID 2029, 2009;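 active = GFP response relative to DMSO above a set limit, near the screen mean plus 3 SD, cut at about 150% in these data; inconclusive = Fewer than 70 cells measured for a yeast strain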;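 also: ratio of well median GFP fluorescence to mean of DMSO wells on the plate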
# Numbers without * were called inactive; ? = inconclusive; . = no result given.
SMILES,MEP2-GFP yeast,GASC-1 inh,VLA-4 inh,RPL19A-GFP yeast,LAP4 TOR yeast,AGP1 TOR yeast,GRK2 inh,CIT2 TOR yeast
COc1ccc(CCNc2nc3ccccc3n3nnnc23)cc1OC,103.9,-3.1,-128.0,94.7,105.1,95.3,1.0,94.6
COC1CCCN(C(=O)c2cccc(OC3CCN(S(=O)(=O)N(C)C)CC3)c2)C1 (centres undefined),92.5,2.6,-7.0,92.0,91.7,97.7,0.0,96.0
COc1ccc(-n2nc3c(c2NC(=O)c2ccccc2S(=O)(=O)C(F)F)CS(=O)(=O)C3)cc1,106.2,-0.8,-5.5,109.2,80.5,100.2,0.0,115.0
COCCCN1C(=O)c2ccc(C(=O)N3CCN(c4ccccc4OC)CC3)cc2C1=O,103.1,?,-5.8,97.0,94.0,93.1,0.0,110.3
CCCOC(=O)C1NC(=O)N2C(C(=O)OCCC)C(C)(C)S[C@H]12 (some centres undefined),98.0,-2.2,17.7,93.9,90.8,92.8,0.0,94.2
CC(=O)Nc1ccc(C(=O)COC(=O)CCS(=O)(=O)c2ccccc2)cc1,101.8,0.8,2.7,98.2,105.2,100.3,1.0,87.0
N#CCCn1nc(-c2ccccc2)cc1Nc1ccccc1NC(=O)C(F)(F)F,96.0,0.0,3.9,99.1,100.3,98.5,2.0,94.5
C=CCOC(=O)C1=C(C)OC(N)=C(C#N)C1c1ccc(OC)c(CSc2ccccn2)c1 (centres undefined),107.4,-8.1,6.0,108.1,101.3,101.2,2.0,106.6
Cc1ccc(-c2cc(C(F)F)nc(NCC3CCCO3)n2)cc1 (centres undefined),101.3,-4.2,3.9,98.2,102.4,104.1,0.0,100.3
O=c1c2ccccc2nnn1CSc1nc2cc(Cl)ccc2c(=O)n1Cc1ccco1,103.1,4.8,-2.6,101.2,104.2,99.2,1.0,97.0
Cc1cc(C)c(C#N)c(SCc2nnc(-c3ccccc3)o2)n1,95.3,-29.0,-0.3,94.3,114.1,90.3,0.0,82.1
O=[N+]([O-])c1cccc(-c2nnc(SCc3cccnc3)o2)c1,95.1,-33.4,11.3,92.9,88.1,91.4,0.0,89.6
CCOc1ccc2ccccc2c1C1NC(=O)N(C)C(C)=C1C(=O)OCCOC (centres undefined),104.7,2.2,3.2,101.0,105.5,101.8,0.0,108.3
CC(C)N1C(=O)CCC1C(=O)NCc1cccs1 (centres undefined),89.8,43.2,-5.5,88.2,98.8,92.9,2.0,87.0
CNC(=O)C(Sc1nc(C)nc2c1oc1ccccc12)C(C)=O (centres undefined),106.4,-5.1,0.1,112.5,111.9,.,0.0,112.0
Cc1c(Cl)ccc2c1NC(=O)[C@]21[C@@H]2C(=O)N(Cc3ccccc3)C(=O)[C@@H]2[C@@H]2CCCN21,101.0,.,0.0,99.7,110.0,.,0.0,104.8
CC(C)c1nc(Cl)c(C#N)c2c1CSC(C)(C)C2,103.8,-4.9,-8.8,105.6,85.0,94.7,0.0,105.3
COC(=O)Oc1c(Br)c(=O)oc2ccccc12,99.0,1.1,11.2,96.0,92.6,84.0,1.0,100.2
Cc1ccc(S(=O)(=O)NCCN2CCOCC2)c(C)c1,106.9,0.6,8.4,100.6,92.0,93.7,3.0,95.8
CCOC(=O)Cc1csc(SCC(=O)N2CCN(c3ccc(OC)cc3)CC2)n1,99.7,-2.5,4.1,108.3,112.2,110.5,0.0,.
CCCS(=O)(=O)N1CCCC(C(=O)NCCCN2CCN(c3ccc(F)cc3)CC2)C1 (centres undefined),98.3,21.3,8.8,101.3,107.9,100.2,0.0,100.9
Nc1ccn(Cc2ccc(F)cc2)n1,107.3,-0.7,8.6,113.5,111.4,112.8,4.0,111.9
Cc1cc(C)nc(NC(=NCCc2c[nH]c3ccccc23)NC(=O)Nc2ccccc2)n1,108.0,2.1,-3.7,100.0,106.7,90.0,0.0,86.7
O=C(CN1C2CCCC1CC(NC(=O)C1CCCCC1)C2)Nc1ccccc1C(F)(F)F (centres undefined),105.5,-11.2,-0.5,103.8,96.5,100.5,2.0,107.7
COc1ccc(/C=C(\C#N)C(=O)NCC2CCCO2)cc1OC (centres undefined),98.8,-1.9,7.3,98.6,101.3,97.6,1.0,95.0
COc1cc(O)cc2occ(-c3ccc(O)cc3)c(=O)c12,122.3,-6.4,6.1,105.3,104.5,107.3,4.0,108.4
CS(=O)(=O)N(CC(=O)Nc1ccccc1Cl)c1ccc(Cl)cc1,108.7,2.3,-1.0,107.7,96.2,102.4,3.0,96.3
CCOc1ccc(/C=N/n2c(C3CCCCC3)n[nH]c2=S)cc1,109.0,-3.9,1.3,105.4,92.3,93.6,1.0,99.5
O=C(Nc1cccc(-c2nc3ncccc3o2)c1)c1ccccc1,95.6,-7.0,31.2,96.0,107.6,86.8,4.0,88.3
O=C(N/N=C/c1c(F)c(F)c(F)c(F)c1F)c1ccc(Cn2cc(Br)cn2)o1,98.1,-2.6,-15.6,106.2,94.1,98.5,3.0,95.5
CCCC1(c2ccccc2)NC(=O)N(C/C=C/Cl)C1=O (centres undefined),105.0,3.1,-12.1,103.2,102.8,107.2,4.0,100.5
CCOc1ccc(CC(=O)Nc2ccc(S(=O)(=O)N3CCCC3)cc2)cc1,91.4,1.8,-0.1,98.7,81.5,85.2,1.0,85.7
COC(=O)c1ccc(NS(=O)(=O)NC(=O)c2cn(C)c3ccccc23)cc1,106.2,?,2.6,93.3,93.2,69.8,0.0,92.5
O=C(N1CCOCC1)n1cnc2ccccc21,107.3,-1.5,7.9,99.4,101.0,99.3,1.0,98.9
COc1ccccc1OCc1ccc(C(=O)NC2CCCCC2)o1,104.2,-33.7,10.8,98.6,98.1,101.2,0.0,101.8
O=C1CC(Nc2ccc(N3CCOCC3)cc2)C(=O)N1c1ccccc1 (centres undefined),100.3,-5.5,2.3,93.2,101.4,96.7,2.0,94.0
O=C(Nc1ccc2c(c1)OCO2)C(=O)c1c[nH]c2ccccc12,114.6,-0.3,-5.9,109.1,111.2,107.3,7.0,104.2
CC1=NN(c2ccccc2)C(=O)/C1=C/c1cccc(C)c1,101.0,-13.4,2.5,106.6,101.4,93.2,0.0,100.0
COC(=O)c1cc(-c2ccc(Cl)cc2)n(-c2ccc(S(N)(=O)=O)cc2)n1,95.6,5.2,2.1,94.7,98.9,99.6,0.0,81.9
Cc1noc(NS(=O)(=O)c2ccc(NC(=O)C(Cl)(Cl)Cl)cc2)c1C,98.6,-10.9,1.2,113.2,72.0,91.6,6.0,92.8
O=C1COc2ccc(C(=O)COc3ccc([N+](=O)[O-])cc3)cc2N1,99.1,2.0,-2.9,102.4,107.4,105.0,0.0,103.1
CCc1c(C(=O)NNC(=S)NCc2ccccc2)csc1C,101.5,-0.4,17.8,102.3,94.0,102.4,0.0,99.2
N#C/C(=C\c1cn(CCOc2ccccc2F)c2ccccc12)C(=O)NCc1cccs1,95.6,14.9,2.4,100.0,99.4,96.5,0.0,96.7
Cc1cc(C(=O)OCC(=O)Nc2ccccc2[N+](=O)[O-])c2ccccc2n1,107.6,-3.2,4.8,105.4,100.3,100.8,0.0,102.6
Cc1nn(C)c(C)c1NC(=O)/C(C#N)=C\N(C)C,97.7,-5.1,-0.3,98.9,111.8,107.6,0.0,96.3
COc1ccc(-c2c(O)c(C#N)c(-c3ccccc3)n(-c3ccc(OC)cc3)c2=O)cc1,120.8,-0.8,-10.2,100.5,101.2,99.0,97.0*,96.5
CN1CCN(C(CNC(=O)C(=O)NC2CCCC2)c2ccc(F)cc2)CC1 (centres undefined),114.9,-35.4,25.9,92.5,117.2,106.4,2.0,101.7
COc1ccc(C(=O)CCC(=O)Nc2cc(Cl)c(O)c(Cl)c2)cc1,107.2,-9.3,-11.8,109.5,94.1,95.1,4.0,96.3
NC(=O)c1ccsc1NC(=O)COC(=O)Cc1n[nH]c(=O)c2ccccc12,103.2,3.5,5.2,103.2,110.2,110.1,2.0,99.5
O=C(Nc1ccc(N2CCN(C(=O)c3ccccc3)CC2)cc1)c1cccnc1,103.3,4.8,11.9,99.0,102.5,102.6,0.0,103.5
O=C(NCCC1CCCCN1S(=O)(=O)c1ccccc1)C(=O)Nc1ccccc1F (centres undefined),116.5,26.0,-15.7,103.9,106.8,108.6,0.0,103.9
Cc1ccc(-n2c(C)nc3ccsc3c2=O)cc1,93.5,-16.6,8.4,102.0,105.4,99.9,2.0,87.2
COCC(=O)Nc1ccc(Br)cc1,101.2,3.9,-2.4,97.2,97.4,103.7,3.0,103.7
COCc1nc2ccccc2n1Cc1ccccc1C,88.1,-14.3,-7.9,91.5,95.4,94.6,0.0,94.2
CCOC(=O)/C=C/S(=O)(=O)c1ccc(NC(C)=O)cc1,102.6,-2.2,10.7,103.8,96.1,98.9,1.0,110.2
Cc1oc(-c2ccccc2)nc1C(=O)O,99.0,0.9,4.9,102.7,98.6,104.9,2.0,103.1
O=C(CSc1nnc(-c2ccc(Cl)cc2)n1CC1CCCO1)NC1CCS(=O)(=O)C1 (centres undefined),90.0,-7.3,-0.4,97.9,103.2,95.6,0.0,86.8
CCN(CC)C(=S)SCC(=O)c1ccc(F)cc1,98.2,6.2,-14.1,98.6,98.7,99.2,1.0,91.2
O=C(c1ccc(S(=O)(=O)N2CCOCC2)cc1)N(c1ccccc1)C1C=CS(=O)(=O)C1 (centres undefined),106.3,19.8,4.2,98.7,107.3,101.5,4.0,103.2
CC(C)C1CC(c2csc(N)n2)CCO1 (centres undefined),92.4,6.1,0.7,92.4,97.5,95.7,0.0,90.3

# Whole records, looked up by structure. Values in the order: MEP2-GFP yeast | GASC-1 inh | VLA-4 inh | RPL19A-GFP yeast | LAP4 TOR yeast | AGP1 TOR yeast | GRK2 inh | CIT2 TOR yeast
# Record of O=C(NCCC1CCCCN1S(=O)(=O)c1ccccc1)C(=O)Nc1ccccc1F (centres undefined) = 116.5 | 26.0 | -15.7 | 103.9 | 106.8 | 108.6 | 0.0 | 103.9
# Record of N#C/C(=C\c1cn(CCOc2ccccc2F)c2ccccc12)C(=O)NCc1cccs1 = 95.6 | 14.9 | 2.4 | 100.0 | 99.4 | 96.5 | 0.0 | 96.7
# Record of O=C(Nc1ccc2c(c1)OCO2)C(=O)c1c[nH]c2ccccc12 = 114.6 | -0.3 | -5.9 | 109.1 | 111.2 | 107.3 | 7.0 | 104.2

# The listing continues.
SMILES,MEP2-GFP yeast,GASC-1 inh,VLA-4 inh,RPL19A-GFP yeast,LAP4 TOR yeast,AGP1 TOR yeast,GRK2 inh,CIT2 TOR yeast
N#Cc1ccc(OCC(=O)N2CCN(S(=O)(=O)c3cccc(Cl)c3)CC2)cc1,94.8,-15.9,11.6,94.3,95.0,91.7,3.0,92.2
CCOC(=O)c1c(-c2ccc(-c3ccccc3)cc2)csc1NC(=O)CCC(=O)O,90.4,-15.3,3.9,96.9,115.6,89.1,22.0,89.1
Cc1c(C)n(CC(O)CN(CCO)CCO)c2ccccc12 (centres undefined),108.5,-0.1,7.3,106.5,103.2,107.0,0.0,104.9
CCOC(=O)c1[nH]c2ccc(OC)cc2c1NS(=O)(=O)c1ccc(OC)cc1OC,93.7,-6.0,2.4,98.9,.,96.9,5.0,88.5
CCn1c(SCC(=O)Nc2ccccc2)nc2ccccc2c1=O,99.2,1.5,15.0,114.4,84.0,112.0,0.0,112.3
